High-throughput results from PubChem BioAssay.
hgDAF12 agonist: H. glycines DAF-12 receptor agonists, primary screen, cell-based, luminescence, HEK293, GAL4 fusion, UAS-luciferase; activation, % at 6.8 µM; Nuclear hormone receptor DAF-12 (Heterodera glycines), GAL4 fusion; HEK293 GAL4-hgDAF12 UAS-luciferase reporter, agonist luminescence; normalized to butyrate control; 370,000 compounds, 1.8% hits;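 active = activation above a cutoff set at the mean of all screened compounds plus 3 SD, cut at about 10% in these data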;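 also: 0% = DMSO wells and 100% = sodium butyrate wells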
KLK7 zymogen act: proKLK7 zymogen activators, primary screen, biochemical, fluorescence intensity; purified proKLK7, EDANS-DABCYL substrate fluorescence; 100% is mature enzyme control, 0% vehicle; activation, % at 7 µM; 370,000 compounds, 0.9% hits; Kallikrein-7 (Homo sapiens), P49862;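 active = activation above the mean of all tested compounds plus 3 SD, computed per campaign excluding outliers beyond control limits, cut at about 13% in these data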
Target sequence (P49862 whole entry, looked up): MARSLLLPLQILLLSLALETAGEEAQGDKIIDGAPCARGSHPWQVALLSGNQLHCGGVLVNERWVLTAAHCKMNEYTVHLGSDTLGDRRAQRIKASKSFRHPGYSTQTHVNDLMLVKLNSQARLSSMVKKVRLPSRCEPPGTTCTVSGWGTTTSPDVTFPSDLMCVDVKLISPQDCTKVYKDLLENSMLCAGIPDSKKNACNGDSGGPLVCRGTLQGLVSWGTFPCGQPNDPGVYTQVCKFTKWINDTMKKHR
ssDAF12 agonist: S. stercoralis DAF-12 nuclear receptor activators, primary screen, cell-based, luminescence, HEK293, GRIP1 co-expression, lit1-tk-luc; HEK293 ssDAF-12/GRIP1 lit1-tk-luc reporter; % of 3 µM dafachronic acid response; activation, % at 6.8 µM; 370,000 compounds, 1% hits;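 active = activation above the mean over all tested compounds plus 3 SD, cut at about 0.9% in these data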;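 also: 0% = DMSO-only wells and 100% = 3 µM delta7-dafachronic acid wells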
DAX1 inh-1: DAX1 (NR0B1) inhibitors, primary screen, cell-based, HEK293, Gal4-DAX1, luciferase luminescence. Nuclear receptor subfamily 0 group B member 1 (Homo sapiens), P51843. HEK293 Gal4-DAX1 luciferase reporter. inhibition, % at 6.75 µM. 340,000 compounds, 0.99% hits. AID 504766, 2011;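 active = inhibition above the mean over all tested compounds plus 3 SD, cut at about 4.2% in these data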;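 also: 0% = DAX1-transfected cells with DMSO and 100% = empty-vector control cells with DMSO; inhibition shows as a rise in luminescence from relieved DAX1 repression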
Target sequence (P51843 207-470 limits assumed): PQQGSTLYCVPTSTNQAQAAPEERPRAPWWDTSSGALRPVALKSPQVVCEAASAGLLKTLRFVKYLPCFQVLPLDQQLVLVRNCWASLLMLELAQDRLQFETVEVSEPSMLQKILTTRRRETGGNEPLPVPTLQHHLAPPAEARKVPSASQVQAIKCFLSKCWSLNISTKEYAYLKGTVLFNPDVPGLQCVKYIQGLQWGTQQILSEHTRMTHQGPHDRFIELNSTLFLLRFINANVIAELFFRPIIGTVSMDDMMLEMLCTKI
NPR2 activator: human GC-B receptor activators, primary screen, HEK293 GC-B cells, cGMP TR-FRET, EC30 CNP; 0% at EC30 CNP, 100% saturating CNP; activation, % at 10 µM; 370,000 compounds, 0.11% hits; AID 1920062, 2024;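 active = activation at 10 µM reaching about 35% in either raw or pattern-adjusted values, limit read from the data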
FXN GAA850 act: FXN promoter activators, primary screen, cell-based, luciferase luminescence, HEK293 lucGAA850. HEK293 lucGAA850 FXN promoter luciferase reporter, 24 h; percent of 10 µM SAHA response. activation, % at 6 µM. 360,000 compounds, 0.56% hits;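 active = activation above the average of all compounds screened plus 3 SD, cutoff fixed separately per campaign, cut at about 7.5% in these data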;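 also: 0% = DMSO wells and 100% = 10 µM SAHA wells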
GC-A act: GC-A stimulated cGMP production enhancers – HEK293 GC-A cells, cGMP TR-FRET, EC30 ANP, primary screen | activation, % at 10 µM | Atrial natriuretic peptide receptor 1 (Homo sapiens), P16066 | AID 1671463, 2021 | 0% at EC30 ANP, 100% saturating ANP | 370,000 compounds, 0.14% hits; in the data active = activation above about 40%
sPLA2-III inh: human group III sPLA2 inhibitors, primary screen, biochemical, QFRET, BODIPY PC-A2 liposome substrate; inhibition, % at 12.2 µM; Group 3 secretory phospholipase A2 (Homo sapiens), Q9NZ20; QFRET BODIPY PC-A2 liposome hydrolysis, fluorescence; 370,000 compounds, 0.56% hits;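 active = inhibition above mean plus 3 SD of compounds lying within the high and low control bounds, cut at about 19% in these data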;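 also: 0% = median of test compound wells and 100% = no enzyme DMSO wells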
Target sequence (Q9NZ20 whole entry, looked up): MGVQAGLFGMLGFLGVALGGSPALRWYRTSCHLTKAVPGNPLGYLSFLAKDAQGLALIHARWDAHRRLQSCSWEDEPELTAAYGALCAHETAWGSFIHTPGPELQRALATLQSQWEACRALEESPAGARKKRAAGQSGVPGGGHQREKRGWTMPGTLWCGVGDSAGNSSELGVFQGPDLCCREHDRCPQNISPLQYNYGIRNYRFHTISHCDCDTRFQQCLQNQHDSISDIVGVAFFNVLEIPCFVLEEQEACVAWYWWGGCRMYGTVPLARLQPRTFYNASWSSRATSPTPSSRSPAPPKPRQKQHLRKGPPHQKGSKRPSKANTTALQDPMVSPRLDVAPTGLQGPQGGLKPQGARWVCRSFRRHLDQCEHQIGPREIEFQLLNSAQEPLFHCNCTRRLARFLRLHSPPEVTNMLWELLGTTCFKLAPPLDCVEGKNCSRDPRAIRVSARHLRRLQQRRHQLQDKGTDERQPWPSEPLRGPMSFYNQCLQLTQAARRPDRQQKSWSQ
DAX1 inh-2: DAX1 (NR0B1) inhibitors on StAR promoter, primary screen, cell-based, luminescence, SF-1 (NR5A1), full-length DAX-1; HEK293T StAR-luciferase reporter, SF-1/DAX-1 repression relief; inhibition, % at 6.8 µM; 370,000 compounds, 1.1% hits; AID 652010, 2013;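 active = inhibition above the mean over all tested compounds plus 3 SD, cut at about 3.6% in these data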;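 also: 0% = DAX-1 cells with DMSO and 100% = cells lacking DAX-1 with DMSO; higher inhibition means more luminescence from relief of DAX-1 repression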
SMARCA2 activ: SMARCA2 (BRM) function activators, primary screen, cell-based, luminescence, high throughput. MG213 cells, MMTV-luciferase reporter, dexamethasone, overnight. activation, % at 9.1 µM. 370,000 compounds, 1% hits; in the data active = activation above about 7.8%;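 also: 0% = vehicle wells and 100% = reference activator wells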
hcDAF-12 act: H. contortus DAF-12 nuclear receptor activators, primary screen, cell-based, luminescence, HEK293, lit1-tk-luc reporter; 370,000 compounds, 1.4% hits; HEK293 hcDAF-12 lit1-tk-luc reporter; 0% DMSO, 100% Δ7-dafachronic acid; activation, % at 6.8 µM;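 active = activation above the mean of all tested compounds plus 3 SD, cut at about 5.5% in these data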;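 also: 100% = response to 3 µM Δ7-dafachronic acid high control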
Starred values were filed as active, the others as inactive. No enrichment for hits, and some 6.7% of all compounds hit somewhere here.

What do the screens show for `Cc1cc(N2CCCC(C(=O)Nc3ccc4c(c3)CCC4)C2)n2ncnc2n1` (stereo unspecified)?
hgDAF12 agonist: -3.7; KLK7 zymogen act: 0.6; ssDAF12 agonist: -1.5; DAX1 inh-1: -1.4; NPR2 activator: -3; FXN GAA850 act: 1.4; GC-A act: -2; sPLA2-III inh: -2; DAX1 inh-2: -1.0; SMARCA2 activ: -5; hcDAF-12 act: -2.1

How did CC(C)(C)c1cc(NC(=O)CSc2nnc(N)s2)n(-c2ccccc2)n1 do in these assays?
hgDAF12 agonist: -0.6; KLK7 zymogen act: 0.1; ssDAF12 agonist: -1.5; DAX1 inh-1: -1.4; NPR2 activator: -1; FXN GAA850 act: -1.6; GC-A act: -9; sPLA2-III inh: -9; DAX1 inh-2: 0.2; SMARCA2 activ: 8; hcDAF-12 act: -0.9

How did CCOC(=O)Cn1c(=N)n(CCOc2ccc(F)cc2)c2ccccc21 do in these assays?
hgDAF12 agonist: 1.3; KLK7 zymogen act: 0.0; ssDAF12 agonist: -2.0; DAX1 inh-1: 1.6; NPR2 activator: -16; FXN GAA850 act: 0.8; GC-A act: -3; sPLA2-III inh: -2; DAX1 inh-2: -0.2; SMARCA2 activ: 0; hcDAF-12 act: -1.3

Results for CCc1ccccc1NC(=O)c1cc(-c2ccc3c(c2)OCO3)on1 ?
hgDAF12 agonist: -0.1; KLK7 zymogen act: -0.1; ssDAF12 agonist: -0.8; DAX1 inh-1: -0.8; NPR2 activator: 2; FXN GAA850 act: -1.7; GC-A act: 4; sPLA2-III inh: -1; DAX1 inh-2: 0.1; SMARCA2 activ: 0; hcDAF-12 act: -0.7

Results for CN1N=C(/C=C/c2ccccc2)CCC1=O ?
hgDAF12 agonist: 3.1; KLK7 zymogen act: 0.1; ssDAF12 agonist: -0.8; DAX1 inh-1: 1.1; NPR2 activator: 8; FXN GAA850 act: 6.2; GC-A act: -4; sPLA2-III inh: -5; DAX1 inh-2: 1.7; SMARCA2 activ: 7; hcDAF-12 act: 1.1

Results for CC(C)OCCCNC(=O)c1ccccc1NC(=O)C1=CSCCO1 ?
hgDAF12 agonist: -2.3; KLK7 zymogen act: 0.5; ssDAF12 agonist: -1.0; DAX1 inh-1: -0.4; NPR2 activator: -3; FXN GAA850 act: 0.7; GC-A act: 1; sPLA2-III inh: 3; DAX1 inh-2: 1.1; SMARCA2 activ: -2; hcDAF-12 act: -1.4

Results for COc1ccc(/C=C(\NC(=O)c2ccc(C)cc2)C(=O)NCC2CCCO2)cc1 (stereo unspecified) ?
hgDAF12 agonist: 1.9; KLK7 zymogen act: 0.1; ssDAF12 agonist: -0.5; DAX1 inh-1: -2.3; NPR2 activator: 4; FXN GAA850 act: 3.2; GC-A act: 2; sPLA2-III inh: 4; DAX1 inh-2: 0.0; SMARCA2 activ: 0; hcDAF-12 act: 1.4

What do the screens show for `COc1cc(OC)cc(C(=O)N[C@H](C(=O)Nc2nc(-c3ccc(F)c(F)c3)cs2)C(C)C)c1`?
hgDAF12 agonist: 2.3; KLK7 zymogen act: 0.0; ssDAF12 agonist: -1.6; DAX1 inh-1: 0.0; NPR2 activator: 1; FXN GAA850 act: 2.8; GC-A act: 2; sPLA2-III inh: -4; DAX1 inh-2: 0.1; SMARCA2 activ: -3; hcDAF-12 act: -0.5

Results for Cc1ccn2c(C(=O)N/N=C/c3ccc(Cl)cc3)c(C)nc2c1 ?
hgDAF12 agonist: -1.3; KLK7 zymogen act: 0.8; ssDAF12 agonist: -0.8; DAX1 inh-1: 1.1; NPR2 activator: -11; FXN GAA850 act: -0.8; GC-A act: 0; sPLA2-III inh: 1; DAX1 inh-2: 0.0; SMARCA2 activ: 3; hcDAF-12 act: -0.4

What do the screens show for `COc1ccc2c(c1)CCC/C2=N/OC(=O)c1ccccc1OC`?
hgDAF12 agonist: 3.0; KLK7 zymogen act: 0.3; ssDAF12 agonist: -0.9; DAX1 inh-1: -1.2; NPR2 activator: 2; FXN GAA850 act: 0.5; GC-A act: -1; sPLA2-III inh: -12; DAX1 inh-2: -0.1; SMARCA2 activ: 0; hcDAF-12 act: -0.8

How did Cc1ccc(-n2nc(C)cc2Nc2ncc(Cl)cc2Cl)cc1 do in these assays?
hgDAF12 agonist: -1.8; KLK7 zymogen act: -0.1; ssDAF12 agonist: -0.1; DAX1 inh-1: -1.5; NPR2 activator: -9; FXN GAA850 act: 5.5; GC-A act: -2; sPLA2-III inh: 15; DAX1 inh-2: 0.0; SMARCA2 activ: -4; hcDAF-12 act: 4.2

Results for Cc1ccc(OCC(=O)NN=C2c3ccccc3-c3ccccc32)cc1 ?
hgDAF12 agonist: -2.3; KLK7 zymogen act: 0.6; ssDAF12 agonist: -1.2; DAX1 inh-1: 0.3; NPR2 activator: 11; FXN GAA850 act: 0.6; GC-A act: 0; sPLA2-III inh: 6; DAX1 inh-2: -0.1; SMARCA2 activ: 3; hcDAF-12 act: 1.1

Results for CCC/C(C)=C/c1ccc(CC)cn1 ?
hgDAF12 agonist: 2.9; KLK7 zymogen act: -0.2; ssDAF12 agonist: -1.0; DAX1 inh-1: 0.5; NPR2 activator: 1; FXN GAA850 act: 1.4; GC-A act: -4; sPLA2-III inh: 3; DAX1 inh-2: 0.0; SMARCA2 activ: 6; hcDAF-12 act: -1.2

Results for COCCCN(C(=S)Nc1cc(C)cc(C)c1)C(C)c1ccncc1 (stereo unspecified) ?
hgDAF12 agonist: -1.5; KLK7 zymogen act: 0.7; ssDAF12 agonist: 0.9*; DAX1 inh-1: -0.6; NPR2 activator: -6; FXN GAA850 act: 2.5; GC-A act: -4; sPLA2-III inh: -2; DAX1 inh-2: -0.1; SMARCA2 activ: 2; hcDAF-12 act: -0.7

What do the screens show for `COc1cc(OC)nc(NC(=O)CSc2nc3ccccc3[nH]2)n1`?
hgDAF12 agonist: 3.5; KLK7 zymogen act: -0.3; ssDAF12 agonist: -1.1; DAX1 inh-1: -0.8; NPR2 activator: -7; FXN GAA850 act: -0.5; GC-A act: -3; sPLA2-III inh: -12; DAX1 inh-2: 0.5; SMARCA2 activ: 0; hcDAF-12 act: 2.5

What do the screens show for `COc1ccc(C(O)(CCC(C)C)C(CN2CCOCC2)c2ccccc2)cc1` (stereo unspecified)?
hgDAF12 agonist: -1.5; KLK7 zymogen act: 0.1; ssDAF12 agonist: -1.4; DAX1 inh-1: -0.8; NPR2 activator: -22; FXN GAA850 act: 0.8; GC-A act: -64; sPLA2-III inh: -4; DAX1 inh-2: -0.3; SMARCA2 activ: -3; hcDAF-12 act: -1.8

What do the screens show for `CCOC(=O)c1ccccc1NC(=O)CSc1nc2ccccc2o1`?
hgDAF12 agonist: 5.0; KLK7 zymogen act: 0.2; ssDAF12 agonist: -0.9; DAX1 inh-1: 1.4; NPR2 activator: -3; FXN GAA850 act: 7.3; GC-A act: 1; sPLA2-III inh: -2; DAX1 inh-2: 1.8; SMARCA2 activ: 1; hcDAF-12 act: -1.5

Results for COc1cc(C)c(NC(=O)C(=S)NCc2ccccc2)cc1C ?
hgDAF12 agonist: -2.0; KLK7 zymogen act: -0.2; ssDAF12 agonist: -1.7; DAX1 inh-1: 0.3; NPR2 activator: -1; FXN GAA850 act: 0.6; GC-A act: 1; sPLA2-III inh: 2; DAX1 inh-2: -0.4; SMARCA2 activ: -5; hcDAF-12 act: -1.3

What do the screens show for `Cc1cnc(CN(C)C(=O)CC2C(=O)NCCN2CCCc2ccccc2)[nH]1` (stereo unspecified)?
hgDAF12 agonist: 0.6; KLK7 zymogen act: 0.3; ssDAF12 agonist: -0.9; DAX1 inh-1: -0.5; NPR2 activator: -2; FXN GAA850 act: 0.4; GC-A act: 6; sPLA2-III inh: 4; DAX1 inh-2: 0.6; SMARCA2 activ: -3; hcDAF-12 act: 1.7

What do the screens show for `O=S(=O)(c1ccc(F)cc1)c1nc(-c2ccco2)oc1NCCCn1ccnc1`?
hgDAF12 agonist: 1.9; KLK7 zymogen act: -0.2; ssDAF12 agonist: -0.8; DAX1 inh-1: 1.2; NPR2 activator: 0; FXN GAA850 act: -0.4; GC-A act: -1; sPLA2-III inh: -11; DAX1 inh-2: -2.5; SMARCA2 activ: 2; hcDAF-12 act: -0.4

How did COc1ccc(-c2nnc(-c3ccc(F)cc3)o2)cc1 do in these assays?
hgDAF12 agonist: 8.7; KLK7 zymogen act: -0.5; ssDAF12 agonist: -0.5; DAX1 inh-1: 3.0; NPR2 activator: -9; FXN GAA850 act: 3.1; GC-A act: -12; sPLA2-III inh: 3; DAX1 inh-2: 1.3; SMARCA2 activ: 3; hcDAF-12 act: 3.1

Results for Cc1cc(O)ccc1Nc1nc(-c2cccs2)cs1 ?
hgDAF12 agonist: 17*; KLK7 zymogen act: -0.4; ssDAF12 agonist: 1.0*; DAX1 inh-1: 0.5; NPR2 activator: -4; FXN GAA850 act: 5.0; GC-A act: -10; sPLA2-III inh: -10; DAX1 inh-2: 5.5*; SMARCA2 activ: 3; hcDAF-12 act: 5.3

Results for C=CCNc1ccc(N2C(=O)CCCC2=O)cc1[N+](=O)[O-] ?
hgDAF12 agonist: 2.5; KLK7 zymogen act: -0.3; ssDAF12 agonist: -1.2; DAX1 inh-1: -0.1; NPR2 activator: 1; FXN GAA850 act: 0.0; GC-A act: 2; sPLA2-III inh: 3; DAX1 inh-2: 0.0; SMARCA2 activ: -1; hcDAF-12 act: -1.0

Results for CCOC(=O)c1ccccc1NC(=O)Cn1cnc2c(cnn2-c2ccc(F)cc2)c1=O ?
hgDAF12 agonist: 1.7; KLK7 zymogen act: -0.6; ssDAF12 agonist: -0.6; DAX1 inh-1: -0.4; NPR2 activator: -3; FXN GAA850 act: 1.2; GC-A act: 0; sPLA2-III inh: 0; DAX1 inh-2: 0.6; SMARCA2 activ: 2; hcDAF-12 act: -0.5
